Compound activity (PubChem)
CHOP inhibitor – inhibitors of CHOP induction in ER stress response. CHO-K1 CHOP-promoter luciferase, tunicamycin-induced, 15-18 h. inhibition, % at 10 µM. 220,000 tested, 3.8% active;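 active means compounds that reduced the stress-induced luciferase reporter signal by more than about 70% of percent inhibition, limit read from the data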;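 further: 0% = tunicamycin plus vehicle and 100% = wells without tunicamycin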
EP2 antag – blocks the human prostaglandin E2 receptor EP2; C6 glioma cells expressing human EP2, cAMP TR-FRET; cells stimulated with saturating PGE2; inhibition, % at 25 µM; 260,000 tested, 0.52% active; AID 1422;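 active means percent inhibition above 40 after rounding to a whole number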;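 further: rat C6 glioma host cells with rolipram phosphodiesterase inhibitor present; the protocol text gives 20 µM as final concentration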
Target sequence (P43116 whole entry, looked up): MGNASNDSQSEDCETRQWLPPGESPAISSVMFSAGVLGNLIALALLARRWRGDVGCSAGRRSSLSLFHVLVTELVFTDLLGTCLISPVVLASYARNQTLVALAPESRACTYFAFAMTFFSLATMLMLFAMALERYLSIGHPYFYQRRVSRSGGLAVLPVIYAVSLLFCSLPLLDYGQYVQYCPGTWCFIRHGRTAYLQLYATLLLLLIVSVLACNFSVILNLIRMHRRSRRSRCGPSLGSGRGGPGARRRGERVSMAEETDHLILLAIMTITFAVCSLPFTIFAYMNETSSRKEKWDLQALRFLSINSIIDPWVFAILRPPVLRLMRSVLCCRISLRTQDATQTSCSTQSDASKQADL
Wee1 stabilizer – blocks degradation of human Wee1 kinase. P30291. HeLa Luc-Wee1K328M stability, luciferase luminescence; 100% = proteasome inhibitor MG132 effect. reporter increase, % at 5 µM. 220,000 tested, 1.2% active. AID 1321;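 active means activation above the mean of all tested compounds plus 3 SD, set per screening run, cut at about 8.8% in these data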;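 further: cells exposed to compound for 20 h before luminescence read; 0% = DMSO alone and 100% = MG132 at 30 µM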
TNF death inh – blocks TNF-alpha induced death of Jurkat FADD-/- cells; Jurkat FADD-/- TNF necroptosis rescue, ATP luminescence, 24 h; 0 = TNF only, 100 = no-TNF cells; activation (protection from cell death), % at 10 µM; 220,000 tested, 0.068% active;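 active means activation, meaning protection from cell death, of at least 50% relative to plate controls; inactive means activation below 50%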;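 further: necroptosis triggered by 40 ng/mL TNF-alpha added together with compound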
PPC-1+TRAIL kill – kills PPC-1 cancer cells in the presence of TRAIL; PPC-1 cells + TRAIL, ATPLite viability luminescence; cell killing (% activity), % at 4 µM; 220,000 tested, 0.41% active; AID 1443;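 active means cell killing above 50% in the first pass at 4 µM, then a duplicate retest at 5 µM averaging 50% or more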;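 further: plate controls were cells with TRAIL plus DMSO for no effect and medium-only wells lacking cells for full effect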
FXIa inh – factor XIa (human) inhibition; P03951; purified FXIa, Boc-Glu-Ala-Arg-AMC fluorogenic substrate; inhibition, % at 5 µM; 220,000 tested, 0.14% active;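 active means inhibition of at least 40%; inactive means inhibition below 40%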;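 further: fluorescence of freed AMC excited at 355 nm; 0% = enzyme without compound and 100% = no enzyme blank; many of its hits are not listed in these tables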
L929 necroptosis – L929 zVAD cell death inhibition. 220,000 tested, 0.38% active. viability rescue, % at 10 µM. L929 zVAD necroptosis rescue, ATP luminescence, 24 h; with zVAD 60 µM;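 active means activation, scaled between plate controls, above about 75%, limit read from the data; inactive means activation under that limit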;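 further: 0% = zVAD with DMSO and 100% = DMSO alone without zVAD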
FXIIa inh 1536 – factor XIIa (human) inhibition | 220,000 tested, 0.3% active | inhibition, % at 5 µM | purified FXIIa, Boc-QGR-AMC fluorogenic substrate, 2 h | P00748; in the data active means inhibition above about 40%;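 further: 0% = enzyme with no compound and 100% = blank without enzyme; many of its hits are not listed in these tables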
Target sequence (P00748 20-372 limits assumed): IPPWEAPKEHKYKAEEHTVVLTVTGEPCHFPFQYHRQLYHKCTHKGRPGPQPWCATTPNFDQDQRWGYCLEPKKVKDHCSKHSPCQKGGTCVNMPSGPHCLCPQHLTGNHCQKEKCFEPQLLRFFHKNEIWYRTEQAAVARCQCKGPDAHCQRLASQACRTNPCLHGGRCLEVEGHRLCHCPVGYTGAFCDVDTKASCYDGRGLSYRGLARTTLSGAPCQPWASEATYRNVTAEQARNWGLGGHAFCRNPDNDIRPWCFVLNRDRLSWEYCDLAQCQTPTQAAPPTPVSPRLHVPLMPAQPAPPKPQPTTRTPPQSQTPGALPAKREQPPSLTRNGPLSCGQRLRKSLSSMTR
Target sequence (P00748 373-615 limits assumed): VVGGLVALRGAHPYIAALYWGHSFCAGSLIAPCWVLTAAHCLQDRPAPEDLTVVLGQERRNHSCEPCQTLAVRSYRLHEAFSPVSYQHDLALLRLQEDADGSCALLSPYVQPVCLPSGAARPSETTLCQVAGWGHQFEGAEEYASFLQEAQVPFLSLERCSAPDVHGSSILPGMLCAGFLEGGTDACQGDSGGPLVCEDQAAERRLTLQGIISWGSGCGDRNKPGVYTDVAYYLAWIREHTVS
Tb hexokinase – blocks Trypanosoma brucei hexokinase 1 activity. recombinant TbHK1, G6PDH-coupled NADH A340. inhibition, % at 10 µM. 220,000 tested, 0.11% active. AID 1430;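 active means inhibition of 50% or more in the single-dose primary screen; inactive means inhibition below 50%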
* hit, by the source's call; . = no result given; & = joins results of further samples. A portion of the library. The share of hits here may be higher or lower than overall.

Values in the order – CHOP inhibitor	EP2 antag	Wee1 stabilizer	TNF death inh	PPC-1+TRAIL kill	FXIa inh	L929 necroptosis	FXIIa inh 1536	Tb hexokinase
1. C=CCSc1nc(N)c(C(=O)Nc2ccccc2C)cc1C(N)=O
    5	6	0	0.3	1	-6	0.1	1	-27
2. Cn1c(=O)c2c(nc(Br)n2CCSc2nc3ccccc3o2)n(C)c1=O
    9	.	0	-2.3	.	5	0.1	18	-8
3. COC(=O)CSCc1nc2ccccc2[nH]c1=O
    8	13	-3	-2.9	11	4	.	-3	-7
4. COc1ccc2[nH]c(C)c(CCNC(=S)Nc3ccc(F)cc3)c2c1
    3	5	6	-12	34	2	0.1	13	-2
5. COc1cc(CN2C(=O)C(NC(=O)c3ccco3)(C(F)(F)F)C3=C2CC(C)(C)CC3=O)cc(OC)c1 (stereo unspecified)
    17	2	3	0.2	2	1	0.6	11	-16
6. COc1ccc(C2c3ccc(O)cc3Oc3ncn(Cc4ccco4)c(=N)c32)cc1 (stereo unspecified)
    24	12	0	-2.4	18	0	-0.2	7	-1
7. COc1ccc2c(c1)-c1c(ssc1=S)C(C)(C)N2
    43	17	-2	8.2	17	10	57	20	-8
8. Cc1cc(=O)oc2cc(OCC(=O)OCC(=O)NC(C)C)ccc12
    -4	6	-1	-0.5	-5	-5	-0.2	2	-19
9. CC1(C)CC(=O)c2c(nn(-c3ccccc3)c2-c2ccncc2)C1
    11	4	-3	1.4	18	3	-0.2	5	-5
10. O=C(O)c1ccc(OC2CSC2)cc1
    -9	27	0	-0.4	3	-6	1.0	4	18
11. COC(=O)c1[nH]c2cccc(OC)c2c1NC(=O)CN1CC(C)OC(C)C1 (stereo unspecified)
    9	9	0	-0.7	40	3	-0.2	2	-13
12. O=C1c2[nH]nc(-c3ccccc3O)c2C(c2ccccc2F)N1Cc1ccco1 (stereo unspecified)
    44	8	-2	-1.7	17	15	-0.2	22	-7
13. COc1ccc(CNC(=S)Nc2ccccc2-c2ccccc2)cc1
    9	1	0	-12	6	-2	-0.8	2	-2
14. CN1CCN(S(=O)(=O)c2ccc(Br)c3nsnc23)CC1
    -13	12	-1	-0.2	22	-2	-0.7	-3	-27
15. CCOC(=O)c1c(-c2ccc(F)cc2)cn2ccccc12
    45	24	3	-3.2	11	-1	-0.2	2	-1
16. CCCCCn1c(CN2CCN(c3cccc(Cl)c3)CC2)nc2c1c(=O)[nH]c(=O)n2C
    65	6	2	-3.9	20	8	-0.9	16	-12
17. O=C(CN(Cc1ccccc1)S(=O)(=O)c1ccccc1)N/N=C/c1ccccc1[N+](=O)[O-]
    22	11	5	-7.5	-6	2	0.2	6	0
18. CCCc1ccc(OCC(=O)NNC(=O)c2cccnc2)cc1
    -4	15	0	-0.3	.	-4	0.5	5	-3
19. CN(CC(=O)N1CC=C(c2ccccc2)CC1)S(=O)(=O)c1cnc[nH]1
    -12	6	-2	-1.4	15	2	2.3	15	4
20. CC1=NOC(=O)/C1=C/c1ccc2c(c1)OCO2
    100*	61*	8	-0.3	36	2	1.9	-1	-2
21. O=C(Nc1nnc(-c2ccco2)o1)c1cccc2ccccc12
    -17	10	0	-2.2	20	4	2.0	5	-7
22. O=C(CCC1CCCN(C(=O)Cc2ccc(F)cc2)C1)N1CCN(c2ccccn2)CC1 (stereo unspecified)
    2	5	2	1.0	30	-2	0.3	5	-6
23. CC(C)(C)c1ccc(N2C(=O)Cc3c2nc(N)c(C#N)c3N)cc1
    -6	7	0	-2.4	14	1	-0.1	13	26
24. Cc1ccc(C(=O)Nc2ncc(C)s2)o1
    3	7	1	1.4	18	5	60	14	-27
25. CN(Cc1ccccc1)C(=O)CN1CCN(C(c2ccccc2)c2ccccc2)CC1
    -13	4	2	-0.3	-2	-5	-0.2	4	-4
26. CC1(C)CC(=NNC(=O)c2n[nH]c3c2CCC3)CC(C)(C)N1
    2	5	2	0.2	7	-1	-0.4	11	-5
27. CCCCN(Cc1ccccc1)c1ncnc2nc[nH]c12
    75*	13	-3	-4.1	17	7	-0.8	16	1
28. O=C(N[C@@H](Cc1ccccc1)C(=O)O)c1cccnc1
    18	12	-1	0.8	-11	-9	1.2	2	-4
29. Cc1ccc([N+](=O)[O-])cc1NC(=O)CN1CCCCC1
    17	14	-1	-1.9	-17	1	-0.5	-5	-1
30. CC1(C)NC(=O)N(CC(O)Cn2nnc3ccccc32)C1=O (stereo unspecified)
    20	11	0	0.3	12	22	0.4	13	-2
31. CCOC(=O)C1CCN(C(=O)COc2ccc(Cl)cc2)CC1
    4	5&14	-3	0.2	12	-2	-0.1	0	-1
32. Cc1ccc(C)c(/C(O)=C2\C(=O)C(=O)N(CCCn3ccnc3)C2c2ccncc2)c1 (stereo unspecified)
    13	10	-1	-2.1	-21	3	0.1	14	-26
33. COc1cc(C(=S)N2CCC(C)CC2)ccc1O
    27	13	-2	-1.3	20	6	0.3	20	-7
34. C/C(=N/OC(=O)C1CC1c1ccccc1)c1ccccc1 (stereo unspecified)
    42	11	-3	0.2	14	-2	4.5	2	3
35. Cc1c(C(=O)O)oc2c1C(O)CC(C)(C)C2 (stereo unspecified)
    17&6	10&14	2&0	-0.7&-0.3	22&-12	8&-6	0.2&0.3	13&12	-4&3
36. Cc1cccc(-n2c(O)c(C=Nc3ccc(O)cc3)c3ccccc3c2=O)n1
    15	6	0	-4.5	1	0	.	7	-8
37. O=C(O)C1Cc2ccccc2CN1C(=O)c1ccccc1 (stereo unspecified)
    9	12	-2	-1.5	18	-7	0.4	5	8
38. CCCCCCn1c(SCC(=O)Nc2cc(C)on2)nc2ccccc2c1=O
    75*	6	0	4.4	-12	0	1.5	3	14
39. Cc1nc2c(ncn2-c2ccccc2)c(=O)n1NC(=O)CN1CCN(C)CC1
    -2	8	1	0.3	3	0	0.4	5	2
40. CC(C)C(NC(=O)c1ccc(C(C)(C)C)cc1)C(=O)NCCc1ccccn1 (stereo unspecified)
    15	5	-3	-2.1	1	-5	0.4	2	2
41. Cc1nc2c(c(=O)n1CCC(C)C)c1nc3ccccc3nc1n2CC1CCCO1 (stereo unspecified)
    9	8	-3	-2.9	0	-5	-0.4	-3	-12
42. O=C(CSc1nnc(Cc2cccs2)n1-c1ccc(Cl)cc1)NCc1ccc2c(c1)OCO2
    5	13	2	-0.8	-2	2	-0.1	8	-2
43. N/C(=N\OC(=O)CC1CCCCC1)c1ccc([N+](=O)[O-])cc1
    5	12	1	-0.3	12	7	0.2	13	-2
44. N#CC(c1ccc(Cl)nn1)c1c(F)cccc1Cl (stereo unspecified)
    3	3	2	1.7	17	-1	-1.6	9	-2
45. CC1(C)CC(NC(=O)c2ccc3c(c2)OCO3)CC(C)(C)N1
    11	13	0	0.2	-1	0	0.6	5	2
46. CC(=O)Oc1cccc2c1C(=O)c1c(OC(C)=O)cc(C(=O)O)cc1C2=O
    -8	13&15	-2	0.3	13	14	1.1	8	10
47. CCCc1cc(N2CCCC(C(=O)Nc3ccc(OC)cc3OC)C2)n2ncnc2n1 (stereo unspecified)
    23	9	2	-1.2	16	-17	-0.4	14	3
48. CCOc1ccc(/C=N/NC(=O)c2nnn(-c3nonc3N)c2-c2ccc(OCC)cc2)cc1
    45	10	2	-1.2	27	6	2.3	9	3
49. Cc1ccc(N(CC(=O)O)S(=O)(=O)c2cccc3nonc23)cc1
    28	11	-3	-1.3	5	3	0.2	15	-3
50. N#CCSc1nnc(Cc2ccc3c(c2)OCO3)o1
    15	9	6	1.6	2	-5	0.7	8	0

Single entries from above.
Under PPC-1+TRAIL kill, O=C(CSc1nnc(Cc2cccs2)n1-c1ccc(Cl)cc1)NCc1ccc2c(c1)OCO2 has the entry -2
Under FXIa inh, N#CCSc1nnc(Cc2ccc3c(c2)OCO3)o1 has the entry -5

Next compounds:
Values in the order – CHOP inhibitor	EP2 antag	Wee1 stabilizer	TNF death inh	PPC-1+TRAIL kill	FXIa inh	L929 necroptosis	FXIIa inh 1536	Tb hexokinase
51. COc1ccc(-c2cc(C(F)(F)F)n3ncc(C(=O)NCc4ccco4)c3n2)cc1
    -9	16	-2	-1.5	32	4	0.4	9	-16
52. COCCCNC(=S)N1CCN(C)CC1
    15	4	1	-1.2	10	-3	-0.6	1	0
53. COc1ccc(NC(=O)COC(=O)CCCOc2ccc(Cl)cc2Cl)cc1
    33	6	2	0.4	8	-1	0.8	6	3
54. CC(=O)NN1C(=O)c2ccccc2NC1c1ccoc1 (stereo unspecified)
    -1	7	-4	-1.1	.	-11	1.2	-2	-12
55. CSC1=NCCN1C(=O)Cc1ccc(Cl)cc1
    37	14	-1	0.7	26	13	0.3	1	-1
56. CN1CCN(CC(=O)N2c3ccccc3C(C)(c3ccccc3)CC2(C)C)CC1 (stereo unspecified)
    15	9	4	-10	11	-4	0.5	18	9
57. COc1ccc(NC(=O)CN(Cc2ccccc2)S(C)(=O)=O)c(OC)c1
    -3	9	3	-1.4	-12	5	0.5	23	0
58. CC(=O)Oc1ccc(Cl)cc1/C=C/c1cc(OC(C)=O)c2ccccc2n1
    45	23	-2	0.5	10	1	-0.2	13	-21
59. COc1cc(N=Cc2c(O)[nH]c3ccccc23)cc(OC)c1OC
    .	15	-1	-13	30	7	78*	19	-34
60. Cc1ccc(SCCC(=O)NC(C(C)C)C(C)C)cc1
    14	8	-1	0.7	-3	6	0.2	6	36
61. O=C(NCCCn1ccnc1)C(=O)NCC(c1cccnc1)N1CCN(c2ccccc2)CC1 (stereo unspecified)
    -16	12	-1	0.6	15	-7	.	1	5
62. COCCn1nnnc1C(c1cccs1)N1CCN(c2cccc(C(F)(F)F)c2)CC1 (stereo unspecified)
    46	11	3	2.4	-6	-4	1.0	3	1
63. CCC1=NN(C(=O)c2ccc(C)cc2)C(O)(c2ccc(Br)cc2)C1 (stereo unspecified)
    49	7	1	1.0	9	-2	0.1	4	1
